Screening data as filed in PubChem BioAssay.
TRPC6 activator: activators of mouse TRPC6 channel; Q61143; HEK293-TRPC6 membrane potential dye fluorescence; hits give high values; B-score at 10 µM; actives 0.13% (n = 310,000); AID 2550;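 active = B-score of the integrated fluorescence ratio above library mean plus 3 SD, and starting fluorescence ratio within library mean plus 5 SD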;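 note: higher score means more depolarization so channel activation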
Target sequence (Q61143 whole entry, looked up): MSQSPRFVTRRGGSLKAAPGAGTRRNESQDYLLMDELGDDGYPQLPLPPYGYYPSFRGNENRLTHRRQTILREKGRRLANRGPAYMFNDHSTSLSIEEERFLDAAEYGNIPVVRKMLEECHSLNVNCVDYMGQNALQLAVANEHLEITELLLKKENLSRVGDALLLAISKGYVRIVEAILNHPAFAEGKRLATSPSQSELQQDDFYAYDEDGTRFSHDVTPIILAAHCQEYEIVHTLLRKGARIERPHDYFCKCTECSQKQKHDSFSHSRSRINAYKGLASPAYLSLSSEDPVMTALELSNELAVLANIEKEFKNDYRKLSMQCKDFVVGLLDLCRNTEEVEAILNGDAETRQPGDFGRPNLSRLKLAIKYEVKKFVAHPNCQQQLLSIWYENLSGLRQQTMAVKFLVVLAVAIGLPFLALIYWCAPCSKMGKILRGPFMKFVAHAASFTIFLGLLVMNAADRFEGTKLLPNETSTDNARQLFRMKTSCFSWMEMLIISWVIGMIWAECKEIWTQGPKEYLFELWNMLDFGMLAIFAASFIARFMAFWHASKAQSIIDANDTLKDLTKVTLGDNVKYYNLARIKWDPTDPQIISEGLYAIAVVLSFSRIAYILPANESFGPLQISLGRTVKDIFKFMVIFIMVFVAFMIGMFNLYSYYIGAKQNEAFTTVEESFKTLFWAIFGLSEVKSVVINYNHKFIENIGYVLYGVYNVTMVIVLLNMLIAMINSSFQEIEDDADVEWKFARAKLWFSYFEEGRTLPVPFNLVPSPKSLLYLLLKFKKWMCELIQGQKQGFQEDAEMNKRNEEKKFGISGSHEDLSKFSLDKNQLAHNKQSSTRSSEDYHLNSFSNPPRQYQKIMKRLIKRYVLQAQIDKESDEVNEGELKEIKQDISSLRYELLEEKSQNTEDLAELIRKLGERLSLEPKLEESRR
TRPC6 inh: inhibitors of mouse TRPC6 channel; actives 1.1% (n = 310,000); B-score at 10 µM; Q61143; AID 2553; HEK293-TRPC6, membrane potential dye, ACh-evoked depolarization; hits give low values;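 active = B-score under library mean minus 3 SD, initial fluorescence not abnormally high, positive integrated signal ratio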;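 note: B-score derived from integrated fluorescence ratio over the kinetic read; more negative B-score means stronger inhibition of depolarization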
TRPC4 act: TRPC4 (mouse) channel activation. actives 0.49% (n = 310,000). B-score at 10 µM. AID 2237. HEK293 TRPC4beta/mu-opioid, Fluo4 calcium fluorescence; hits give high values;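 active = B-score above 5 SD of library B-scores, and initial fluorescence ratio not above library mean plus 5 SD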;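 note: positive B-score marks a calcium rise read as TRPC4 activation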
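Test system: HEK293 cells stably co-expressing mouse TRPC4beta and mu-opioid receptor | Schedule: Fluo4 dye loading 45 min at room temperature, 110 s recording | Measured by: Kinetic Fluo4 calcium fluorescence, 5 s baseline at 1 Hz | Evaluation: B score of integrated ratio | Controls: Buffer (low) and maximal DAMGO (high)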
TRPC4 potent: allosteric potentiators of mouse TRPC4 channel; AID 2227; B-score at 10 µM; Q9QUQ5; HEK293 TRPC4beta/mu-opioid, DAMGO EC20, Fluo-4 Ca2+ flux; hits give high values; actives 0.42% (n = 310,000);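 active = B-score of calcium response area above 5 SD of library B-scores, with initial fluorescence ratio within 5 SD of library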;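 note: B-score of integrated fluorescence ratio over time as area under calcium response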
MrgX1 agonist: activates human MrgX1 receptor signaling. actives 0.44% (n = 310,000). Q96LB2. B-score at 10 µM. MrgX1-HEK293 cells, Fluo-4 calcium fluorescence, agonist mode; hits give high values. AID 588627;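 active = calcium response B-score plate-corrected fluorescence ratio at least 3 library SD, with starting fluorescence B-score inside 5 SD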
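Material: MrgX1-expressing HEK293 cells; input: 15,000 cells per well; doses: test compound given as first of three sequential additions; schedule: overnight plating before 1 h dye loading; technique: Fluo-4 NW calcium-flux fluorescence, kinetic read; evaluation: baseline-normalised fluorescence change ratio, B-scored; control set: plate-wise positive and negative controls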
TRPC4 block: TRPC4 (mouse) channel inhibition | HEK293 TRPC4beta/mu-opioid, DAMGO-evoked Fluo4 calcium flux; hits give low values | B-score at 10 µM | actives 0.39% (n = 300,000) | AID 2247;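 active = B-score over 3 SD under the library average, no early fluorescence shift, positive overall ratio signal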
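Assay system: TRPC4beta/mu-opioid receptor HEK293 cell line; compound dosing: single concentration per test compound; detection: Fluo4 Ca2+ flux fluorescence; evaluation: per-well B score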
MrgX1 antag: blocks BAM8-22 activation of human MrgX1 receptor; MRGX1-HEK293 calcium flux, Fluo-4, BAM8-22 antagonism; hits give low values; AID 588676; B-score at 10 µM; actives 1.3% (n = 310,000); Q96LB2;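 active = calcium-response B-score plate-corrected more than 3 library SD below zero, starting fluorescence within 5 deviations, no agonist response on first addition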;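 note: peak minus trough fluorescence over baseline after final BAM8-22 challenge near maximal dose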
SKKanGAS inh: SKKanGAS growth inhibition | S. pyogenes SKKanGAS, kanamycin growth, BacTiter-Glo, 6 h | inhibition, % at 7.5 µM | actives 1.3% (n = 300,000) | AID 1662;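 active = mean replicate score, as percent of positive control median, at least 50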;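 note: strain carries kanamycin resistance gene driven by streptokinase promoter and grows in 40 µg/ml kanamycin; loss of luminescence reflects streptokinase promoter inhibition or plain growth inhibition; 0% = median of DMSO wells and 100% = positive control at its reference dose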
ANO1 activ: activates or potentiates the mouse TMEM16A chloride channel. HEK293 TMEM16A/YFP-H148Q/I152L, iodide quench fluorescence; hits give low values. B-score at 10 µM. actives 0.3% (n = 340,000). AID 623877;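 active = fluorescence-ratio B-score plate-corrected deviation score at least 3 library SD below zero, with starting fluorescence score within 5 deviations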;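 note: channel opened by trigger with iodide after compound preincubation; score built on the fluorescence ratio of max minus min over baseline; more negative score means more quench and so TMEM16A activation or potentiation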
MrgX1 PAM: allosterically activates human MrgX1 receptor signaling | MrgX1-HEK293, Fluo-4 calcium flux, FDSS; hits give high values | B-score at 10 µM | actives 0.63% (n = 310,000) | AID 588675;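 active = plate-corrected calcium response at least 3 library SD above typical, normal starting fluorescence, not activating the receptor alone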;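 note: compound read alongside a low EC10 to EC30 dose of BAM8-22 agonist; peak minus trough fluorescence over baseline measured at the second addition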
ANO1 block: mouse TMEM16A channel inhibition, primary screen | HEK293 TMEM16A/YFP iodide influx fluorescence, ionomycin | Q8BHY3 | actives 1.2% (n = 310,000) | normalized B-score (activity score, 25-100; higher = stronger inhibition) at 10 µM;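 active = ratio plate-corrected score three or more library SD toward inhibition, starting fluorescence score within five deviations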;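 note: score derived from kinetic fluorescence span divided by baseline fluorescence per well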
* hit, by the source's call; i = inactive; . = no result given.

SMILES | TRPC6 activator | TRPC6 inh | TRPC4 act | TRPC4 potent | MrgX1 agonist | TRPC4 block | MrgX1 antag | SKKanGAS inh | ANO1 activ | MrgX1 PAM | ANO1 block
Cc1nnc(SCCC#N)n(CCC#N)c1=O | i | i | i | i | i | i | i | -14 | i | i | i
C=CCOc1ccc(/C=N/NC(=O)C(C)Sc2ccccn2)cc1OCC (stereo not given) | i | i | i | i | i | i | i | -17 | i | i | i
CC(C)CCOP(=O)(c1ccc(N(C)C)cc1)C(Nc1ccccc1)c1ccc(N(C)C)cc1 (stereo not given) | i | i | i | i | i | i | i | 8 | i | i | i
CCOC(=O)Cn1nc(-c2ccccc2)c2ccccc2c1=O | i | i | i | i | i | i | i | 9 | i | i | i
CCNC(=O)c1ccc(=O)n(Cc2ccc(Cl)cc2Cl)c1 | i | i | i | i | i | i | i | 5 | i | i | i
Cc1csc(NC(=O)CSc2nc3ccccc3s2)n1 | i | i | i | i | i | i | i | -3 | i | i | i
Cc1ccnc(NC(=O)c2ccc(S(=O)(=O)N3CCCCCC3)cc2)c1 | i | i | i | i | i | i | i | -9 | i | i | i
O=C(NCc1nnc(SCC(=O)N2CCCc3ccccc32)o1)c1ccco1 | i | i | i | i | i | i | i | -5 | i | i | i
Cc1cc(C)c(S(=O)(=O)NCCCn2ccnc2)cc1C | i | i | i | i | i | i | i | 7 | i | i | i
O=C(CN(C(=O)CCC(=O)Nc1nccs1)c1ccc2c(c1)OCCO2)NCc1ccco1 | i | i | i | i | i | i | i | -8 | i | i | i
COCCNC(=S)Nc1ccc2nc(N3CCCC3)cc(C)c2c1 | i | -6.2* | i | i | i | i | i | 0 | i | i | i
O=C(CSc1nccc(=O)[nH]1)N1CCOCC1 | i | i | i | i | i | i | i | -5 | i | i | i
CSc1ccccc1C(=O)NC(C)c1ccc(-n2ccnc2)cc1 (stereo not given) | i | i | i | i | i | i | i | -15 | i | i | i
O=C(O)c1ccc(-c2noc(-c3cccc(C(F)(F)F)c3)n2)cc1 | i | i | i | i | i | i | i | 16 | i | i | i
Cc1cccc(NC(=O)CCS(=O)(=O)c2ccccc2)n1 | i | i | i | i | i | i | i | -3 | i | i | i
OCC1(CCc2ccccc2)CCN(Cc2ccccc2Cl)CC1 | i | i | 69* | i | i | i | i | 6 | i | i | i
O=C(CNC(=O)c1ccccc1)N/N=C/C=C/c1ccccc1 | i | i | i | i | i | i | i | 2 | i | i | i
CN1CCSc2ccc(C(=O)NCc3cccc(Br)c3)cc21 | i | i | i | i | i | i | i | 0 | i | i | i
CCOc1ccc2nc(NC(=O)c3cccnc3)sc2c1 | i | i | i | i | i | i | i | -5 | i | i | i
CCCN1CCC(=O)N([C@H](CSc2ccc(C)cc2)c2ccccc2)CC1 | i | i | i | i | i | . | i | 3 | i | i | i
O=C(/C=C/c1ccco1)NC(=S)Nc1cccc([N+](=O)[O-])c1 | i | i | i | i | i | i | i | 8 | i | i | i
Nn1c(Cc2cccc3ccccc23)nnc1SCn1nnc2ccccc2c1=O | i | i | i | i | i | i | i | 1 | i | i | i
COc1ccc(S(=O)(=O)N(C)CC(=O)NC2CC2)cc1 | i | i | i | i | i | i | i | 4 | i | i | i
CCN1C(=O)/C(=C/c2ccc(N3CCCC3)cc2)NC1=S | 30* | i | i | i | 70* | i | i | 2 | i | i | i
CCc1ccc(NC(=O)CSc2nc3ccsc3c(=O)n2CCCCCC(=O)O)cc1 | i | i | i | i | i | i | i | 6 | i | i | i
CCOc1ccc(N=C2SCC(=O)N2CC)cc1 | i | i | i | i | i | i | i | -3 | i | i | i
Cc1cccc(C(=O)NCC2CCCO2)c1 (stereo not given) | i | i | i | i | i | i | i | -2 | i | i | i
CC(=O)c1c(OC(=O)c2ccccc2Br)ccc2c(C)cc(=O)oc12 | i | i | i | i | i | i | i | 5 | i | i | i
Cc1ccc(OCCC(=O)OCC(=O)N2c3ccccc3CC2C)cc1 (stereo not given) | i | i | i | i | i | i | i | -5 | i | i | i
COc1ccc2cc(C(=O)NCC3CCCO3)[nH]c2c1 (stereo not given) | i | i | i | i | i | i | i | 4 | i | i | i
CN(C(=O)CN1C(=O)S/C(=C\c2ccccc2)C1=O)C1CCS(=O)(=O)C1 (stereo not given) | i | i | i | i | i | i | i | -8 | i | i | i
Cc1ccc2c(c1)N(CC(=O)N1CCOCC1)C(=O)C(C)O2 (stereo not given) | i | i | i | i | i | i | i | 1 | i | i | i
NNC(=S)Nc1cc(S(=O)(=O)N2CCOCC2)ccc1N1CCOCC1 | i | i | i | i | i | i | i | 7 | i | i | i
Cc1ccc(-c2nc(NC(=O)CSc3nnnn3-c3ccccc3)ns2)cc1 | i | i | i | i | i | i | -6.7* | 0 | i | i | i
COc1cc(/C=N/N=C(N)N)ccc1OCc1ccccc1Cl | i | i | i | i | i | i | i | 8 | i | 6.5* | 100*
CCOC(=O)CNC(=O)c1ccccc1 | i | i | i | i | i | i | i | 3 | i | i | i
COc1ccc(NC(=O)C(Cc2ccccc2)n2cccc2)cc1 (stereo not given) | i | i | i | i | i | i | i | 1 | i | i | i
CCOc1ccccc1NC(=O)C1CCN(S(=O)(=O)c2c(C)noc2C)CC1 | i | i | i | i | i | i | i | -3 | i | i | i
COc1ccc(CN2C(=O)CC(Cc3ccc(C)cc3)C2=O)cc1OC (stereo not given) | i | i | i | i | i | i | i | 2 | i | i | i
Cc1cc(C)cc(OCC(=O)Nc2ccc(N3CCN(C(=O)c4ccco4)CC3)cc2)c1 | i | i | i | i | i | i | i | 8 | i | i | i
CCOC(=O)CNC(=S)N(CCCN1CCN(C)CC1)Cc1cccs1 | i | i | i | i | i | i | i | -2 | i | i | i
COc1ccc(CN(C(=O)c2oc3cc(C)c(C)cc3c2C)C2CCS(=O)(=O)C2)cc1OC (stereo not given) | i | i | i | i | i | i | i | -5 | i | i | i
N#Cc1cc2c(=O)n3ccccc3nc2n(-c2ccccc2Cl)c1=O | i | i | i | i | i | i | i | 9 | i | i | i
CCCn1c(Nc2nc3ccccc3n2C)nc2ccccc21 | i | i | i | i | i | i | i | 9 | i | i | i
N#Cc1cccc(N=c2ssnc2Cl)c1 | i | i | i | i | . | i | . | 0 | i | . | .
CC1=C(C(=O)Nc2cccnc2)C(c2cccnc2)n2ncnc2N1 (stereo not given) | i | i | i | i | i | i | i | 0 | i | i | i
O=C(Cn1cc(/C=N/NC(=O)c2cccc3ccccc23)c2ccccc21)Nc1ccc(F)cc1 | i | i | i | i | i | i | i | 0 | i | i | i
CC(=O)Nc1ccc(Nc2cc(C)nc3c(-c4ccc(Cl)cc4)cnn23)cc1 | i | i | i | i | i | i | i | 29 | i | i | i
COc1cc(C=O)ccc1Oc1nnnn1-c1ccccc1 | i | i | i | i | i | i | i | 24 | i | i | i
COC(=O)C1=C(N)N(c2ccccc2F)C2=C(C(=O)CC(C)(C)C2)C1c1ccc(OC)c(OC)c1 (stereo not given) | i | i | i | i | i | i | i | 4 | i | i | i
Cc1cc[n+](-c2nc3ccccc3nc2[N-]S(=O)(=O)c2ccccc2)cc1 | i | i | i | i | i | i | i | 0 | i | i | i
CC(=O)c1ccc(-c2nnc(CCC(=O)N3CCCC(C(=O)CC(C)C)C3)o2)s1 (stereo not given) | i | i | i | i | i | i | i | 10 | i | i | i
N#CC1=C(SCC(=O)Nc2ccccc2)NC(=O)CC1c1ccc(O)cc1 (stereo not given) | i | i | i | i | i | i | i | -6 | i | i | i
COc1cc(CNC2CCCCC2OC)cc(OC)c1OC (stereo not given) | i | i | i | i | i | i | i | 0 | i | i | i
COc1ccc(CNCc2cccc(Oc3ccccc3)c2)cc1 | i | i | i | i | i | -6* | i | -3 | i | i | i
COc1ccccc1OC(=O)Cc1cccc2ccccc12 | i | i | i | i | i | i | i | 16 | i | i | i
COc1ccc(CNC(=O)c2cc(-c3ccncc3)nc3c(C)cc(C)cc23)cc1OC | i | i | i | i | i | i | i | -4 | i | i | i
Cc1cc(S(=O)(=O)Nc2ccc(C(=O)NCC(c3ccccc3)N(C)C)cc2)ccc1F (stereo not given) | i | i | i | i | i | i | i | 0 | i | i | i
Cc1ccc([N+](=O)[O-])cc1NC(=S)NC(=O)C(C)(C)C | i | i | i | i | i | i | i | 2 | i | i | i
CC(Sc1n[nH]c(N)n1)C(=O)Nc1ccc(Cl)cn1 (stereo not given) | i | i | i | i | i | i | i | 2 | i | i | i

Overlap with the part before: two entries, followed by the next part.
SMILES | TRPC6 activator | TRPC6 inh | TRPC4 act | TRPC4 potent | MrgX1 agonist | TRPC4 block | MrgX1 antag | SKKanGAS inh | ANO1 activ | MrgX1 PAM | ANO1 block
Cc1ccc([N+](=O)[O-])cc1NC(=S)NC(=O)C(C)(C)C | i | i | i | i | i | i | i | 2 | i | i | i
CC(Sc1n[nH]c(N)n1)C(=O)Nc1ccc(Cl)cn1 (stereo not given) | i | i | i | i | i | i | i | 2 | i | i | i
CC(C(=O)Nc1c2c(cc3c1CCC3)CCC2)N1CCCC1 (stereo not given) | i | i | i | i | i | i | i | 9 | i | i | i
Cn1c(SCC(=O)c2ccccc2)nnc1-c1ccccn1 | i | i | i | i | i | i | i | -5 | i | i | i
Cc1noc(NS(=O)(=O)c2ccc(NC(=O)CC34CC5CC(CC(Br)(C5)C3)C4)cc2)c1C | i | i | i | i | i | i | i | 2 | i | i | i
Cc1ccc(-c2nn3cnnc3c3ccccc23)cc1 | i | i | i | i | i | i | i | 8 | i | i | i
Cc1ccc(-c2nc3sc4c(N)ncnc4c3c3c2CCCC3)cc1 | i | i | i | i | i | i | i | -4 | i | i | i

Profiles from above. Order of screens: TRPC6 activator, TRPC6 inh, TRPC4 act, TRPC4 potent, MrgX1 agonist, TRPC4 block, MrgX1 antag, SKKanGAS inh, ANO1 activ, MrgX1 PAM, ANO1 block
`CC(C(=O)Nc1c2c(cc3c1CCC3)CCC2)N1CCCC1` (stereo not given) as listed: i, i, i, i, i, i, i, 9, i, i, i
`CC1=C(C(=O)Nc2cccnc2)C(c2cccnc2)n2ncnc2N1` (stereo not given) as listed: i, i, i, i, i, i, i, 0, i, i, i

The order is random. About 6.7% of those tested had a hit in this group.
